FN deposit inh: inhibitors of fibronectin matrix deposition, primary screen, AH1F cells, Alexa488-fibronectin fluorescence, plate reader; AH1F fibroblasts, overnight; inhibition, % at 12.6 µM; hit rate 0.086% among 350,000;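 active means mean inhibition across replicates of 30% or more, regardless of how many single replicates reach that level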;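 further: positive control wells lacked labelled fibronectin entirely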
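Measured by – fluorescence 485/525 nm · System – AH1F fibroblast monolayer, labelled fibronectin deposition · Amount – 10000 cells per well · Buffer or medium – serum-reduced DMEM (2% serum) · Doses – single dose, pinned · Also added – fluorescent fibronectin at 24 nM final · Schedule – 1 h cell attachment, overnight exposure to compound and label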
The depositor's hits bear a star. An excerpt; the hit share may differ from the screen's.

SMILES | FN deposit inh
CCCC(=O)NCCc1cc2cc(C)c(C)cc2[nH]c1=O | -8
CCC(=O)N(Cc1cc2ccc(C)cc2n2nnnc12)C1CCCCC1 | -7
Cc1nn(Cc2ccc([N+](=O)[O-])cc2)c(=O)n1-c1c(F)cccc1F | 3
CNC[C@H]1Oc2ccc(NC(=O)NC(C)C)cc2CC(=O)N(C)C[C@H]1C | -4
Cc1ccc(C(=O)N2CCN(c3ccc(NC(=S)NC(=O)Cc4ccccc4)cc3)CC2)cc1 | 2
CC(=O)N(C)C[C@@H]1Oc2ccc(N(C)C)cc2C(=O)N(C)C[C@@H]1C | -9
CCCC#Cc1ccc2c(c1)[C@@H]1[C@@H](CCN1Cc1cncnc1)[C@@H](CO)N2 | -2
Cc1noc(C)c1S(=O)(=O)N1[C@@H]2CNC[C@H]1C2c1ccc(-c2cccc(F)c2)cc1 (stereo partly drawn) | -1
CC(C)NC(=O)N(C)C[C@@H]1Oc2ccccc2C(=O)N(C)C[C@@H]1C | -15
CC[C@H]1C/C=C\C[C@@H](c2ccc(OC)cc2OC)NC(=O)[C@H](C)CC(=O)N1 | 1

Five entries picked at random from the list so far:
SMILES | FN deposit inh
CC(C)NC(=O)N(C)C[C@@H]1Oc2ccccc2C(=O)N(C)C[C@@H]1C | -15
CNC[C@H]1Oc2ccc(NC(=O)NC(C)C)cc2CC(=O)N(C)C[C@H]1C | -4
Cc1nn(Cc2ccc([N+](=O)[O-])cc2)c(=O)n1-c1c(F)cccc1F | 3
CCC(=O)N(Cc1cc2ccc(C)cc2n2nnnc12)C1CCCCC1 | -7
CCCC(=O)NCCc1cc2cc(C)c(C)cc2[nH]c1=O | -8

Other structures
SMILES | FN deposit inh
CO[C@H]1CN(C)C(=O)c2ccc(NC(C)=O)cc2OC[C@H](C)N(Cc2cncnc2)C[C@@H]1C | -1
CNC[C@H]1Oc2ccc(N(S(C)(=O)=O)S(C)(=O)=O)cc2C(=O)N(C)C[C@@H]1C | 0
CC(C)NC[C@@H]1[C@@H](c2ccc(C3=CCCCC3)cc2)[C@@H](CO)N1C(=O)CC1CC1 | 1
C[C@@H]1COCc2cn(nn2)CCCC(=O)N1 | 5
Cc1cnn(C(=S)NCc2ccc(Cl)cc2)c1 | -6
C[C@@H]1CN(C)C(=O)Cc2ccccc2O[C@@H]1CN(C)C | -1
Cc1noc(C)c1NC(=O)N1C[C@@H](O)COC[C@H]2O[C@H](CC(=O)N[C@H]3CCN(Cc4ccccc4)C3)CC[C@@H]21 | -6
CCC(=O)N(C[C@@H]1N[C@H](CO)[C@@H]1c1ccc(C#C[C@@H](C)O)cc1)C1CCCCC1 | -1
CNC[C@@H]1Oc2ccccc2CC(=O)N(C)C[C@H]1C | -5
C[C@H]1CN(C)C(=O)Cc2cc(N(C)C)ccc2O[C@H]1CN(C)C(=O)OC(C)(C)C | -15
CN(C)C(=O)c1ccc(-c2ccc3c(c2)[C@@H]2[C@@H](CCN2Cc2ccncc2)[C@@H](CO)N3)cc1 | -8
COc1cc(NS(=O)(=O)c2ccc(NC(=O)COc3ccccc3Cl)cc2)nc(OC)n1 | 4
C[C@@H]1CN(C)C(=O)c2cccc(N(C)C)c2O[C@H]1CN(C)C(=O)OC(C)(C)C | 4
CC(C)NC(=O)N(C)C[C@@H]1Oc2c(N)cccc2C(=O)N(C)C[C@@H]1C | 5
COc1ccc(C[C@@H]2CCn3cc(nn3)COC[C@@H](Cc3ccccc3)NC2=O)cc1 | -1
O=C1CC(c2ccc(Cl)cc2)CC(O)=C1C=NCCN1CCNCC1 (stereo not drawn) | 6
CC(=O)Nc1ccc(CN2CCCCCCC2)cc1 | -6
C[C@H]1CN(C)C(=O)c2cc(N)ccc2O[C@@H]1CN(C)S(C)(=O)=O | -1
CC(C)n1nnc2ccccc2c1=O | 3
CC(C)[C@H]1C(=O)N[C@@H](c2ccc(F)cc2)CC=CC[C@H](C)Oc2ccccc2C(=O)N1C (mixture of isomers) | -16
C[C@@H]1CN(C)C(=O)c2cccc(N(C)C)c2O[C@H]1CN(C)C | -7
CC(=O)Nc1cccc2c1O[C@@H](CN(C)C(C)=O)[C@@H](C)CN(C)C2=O | -4
CCOC(=O)/C=C1\NC(=O)C(C)S1 (stereo not drawn) | 1
OC[C@@H]1[C@@H](c2ccccc2)C2(CN(Cc3cc(F)ccc3F)C2)N1CC1CCCC1 | 3
CN1c2ccc(C#Cc3ccccc3)cc2[C@H]2[C@H](CCN2S(=O)(=O)c2ccccc2F)[C@H]1CO | 8
COc1ccc2c3c(n(C)c2c1)[C@@H](CO)N(C(=O)Nc1ccc(F)cc1)CC31CN(S(=O)(=O)c2cn(C)cn2)C1 | -4
CNC[C@H]1Oc2c(NS(C)(=O)=O)cccc2C(=O)N(C)C[C@@H]1C | 5
COc1cc(NS(=O)(=O)c2ccc(Br)cc2)c(OC)cc1NC(=O)c1ccco1 | 12
COc1cc(Cl)c(S(=O)(=O)NCc2ccccn2)cc1Cl | -3
CC(C)NCC(O)COCc1ccc(Cl)cc1 (stereo not drawn) | 0
O=C1CCCCn2cc(nn2)COC[C@@H](Cc2ccccc2)N1 | 0
C[C@H]1CN(C)C(=O)c2cccnc2O[C@@H]1CN(C)C | -5
c1ccc(-c2ccc(-c3ccccn3)nn2)nc1 | 4
Cc1nc2nc(-c3cccs3)cn2nc1C | 0
Cc1ccccc1S(=O)(=O)N1[C@H](C#N)[C@@H](c2ccccc2-c2cccc(F)c2)[C@@H]1CO | -8
C[C@@H]1CN([C@@H](C)CO)C(=O)c2ccccc2-c2ccccc2CO[C@@H]1CN(C)C(=O)Cc1ccccc1 | 3
O=C1CCCc2cnnn2COCCN1 | -2
COc1ccc2c3c(n(C)c2c1)[C@@H](CO)N(C(=O)C1CCOCC1)CC31CCN(C(=O)c2ccncc2)CC1 | -9
O=C1NCCOCn2nncc2CC[C@H]1Cc1ccc(Cl)cc1 | 4
Cc1cc(-c2n[nH]c(=S)o2)c(C)n1-c1ccccc1 | -8

A different layout for part of the listing above.
smiles: Cc1nc2nc(-c3cccs3)cn2nc1C
- FN deposit inh: 0
smiles: Cc1ccccc1S(=O)(=O)N1[C@H](C#N)[C@@H](c2ccccc2-c2cccc(F)c2)[C@@H]1CO
- FN deposit inh: -8

(further entries)
SMILES | FN deposit inh
CC(C)[C@@H]1CC=CC[C@H](C)Oc2ccccc2C(=O)N(C)[C@@H](C)C(=O)N1 (mixture of isomers) | -12
COc1ccc([C@@H]2C/C=C\C[C@@H](c3ccc4c(c3)OCO4)NC(=O)CCC(=O)N2)c(OC)c1 | 9
C[C@@H]1C(=O)N[C@@H](c2cccc(Cl)c2)CC=CC[C@H](C)Oc2ccccc2C(=O)N1C (mixture of isomers) | 2
CC(C)OC(=O)N(C)C[C@H]1OCc2ccccc2-c2ccccc2C(=O)N([C@@H](C)CO)C[C@H]1C | -9
O=C1CC(Sc2nnnn2C2CCCCC2)C(=O)N1c1ccccc1 (stereo not drawn) | -5
C[C@H]1CN(C)C(=O)c2cc(N(C)C)ccc2O[C@@H]1CN(C)S(C)(=O)=O | -5
CC[C@H]1CC=CC[C@H](C)Oc2ccccc2C(=O)N(C)[C@@H](Cc2ccccc2)C(=O)N1 (mixture of isomers) | -18
CCOC(=O)CC(N)c1ccc2c(c1)OCO2 (stereo not drawn) | 3
CC(C)[C@@H]1COCc2cn(nn2)CCC[C@@H](C)C(=O)N1 | 0
COc1ccc2c3c([nH]c2c1)[C@H](CO)N(S(C)(=O)=O)CC31CCN(C(=O)Nc2ccccc2)CC1 | -9

Sorted by molecular weight (low to high): part of the list above.
SMILES | FN deposit inh
CC[C@H]1CC=CC[C@H](C)Oc2ccccc2C(=O)N(C)[C@@H](Cc2ccccc2)C(=O)N1 (mixture of isomers) | -18
C[C@@H]1C(=O)N[C@@H](c2cccc(Cl)c2)CC=CC[C@H](C)Oc2ccccc2C(=O)N1C (mixture of isomers) | 2
COc1ccc([C@@H]2C/C=C\C[C@@H](c3ccc4c(c3)OCO4)NC(=O)CCC(=O)N2)c(OC)c1 | 9
COc1ccc2c3c([nH]c2c1)[C@H](CO)N(S(C)(=O)=O)CC31CCN(C(=O)Nc2ccccc2)CC1 | -9

The listing continues:
SMILES | FN deposit inh
Cc1ccc(S(=O)(=O)N(C)C[C@H]2Oc3ccc(NS(C)(=O)=O)cc3CC(=O)N([C@H](C)CO)C[C@@H]2C)cc1 | -10
CNC[C@H]1Oc2c(NC(=O)CCC(F)(F)F)cccc2C(=O)N([C@H](C)CO)C[C@@H]1C | 1
CCCNC(=O)N1CC2(CCN(C(=O)Nc3cccc(F)c3)CC2)c2c(n(C)c3cc(OC)ccc23)[C@H]1CO | 12
CCN(CC)C(=O)/C(=C\c1ccc(Br)cc1)NC(=O)c1ccccc1OC | 5
O=S1(=O)N=C(N2CCc3ccccc3C2)c2ccccc21 | 1
CC(C)[C@@H]1CC=CC[C@H](C)Oc2ccccc2C(=O)N(C)[C@@H](C(C)C)C(=O)N1 (mixture of isomers) | 4
CC(C)NC(=O)Nc1cccc2c1O[C@H](CN(C)S(C)(=O)=O)[C@H](C)CN(C)C2=O | 5
COc1ccc(C[C@H]2CCn3cc(nn3)COCCNC2=O)cc1 | -2
CC(=O)Nc1ccc2c(c1)C(=O)N(C)C[C@H](C)[C@@H](CN(C)S(C)(=O)=O)O2 | 3
C[C@H](CO)N1C[C@H](C)[C@@H](CN(C)C(=O)NC2CCCC2)OCc2cnnn2CCCC1=O | -3
Cc1noc(C)c1NC(=O)N1C[C@@H](O)COC[C@H]2O[C@@H](CC(=O)N[C@@H]3CCN(Cc4ccccc4)C3)CC[C@@H]21 | 3
COc1ccc2c3c(n(C)c2c1)[C@H](CO)N(CC1CCOCC1)CC31CN(Cc2nccs2)C1 | -2
CN=C1S/C(=C\c2cccn2-c2cccc(Br)c2)C(=O)N1C | -7
CCCN1[C@H](CO)[C@H](c2ccc(-c3ccccc3F)cc2)[C@@H]1CNC(=O)C1CCC1 | -6
O=C1C[C@H](c2ccccc2)C(=O)N[C@@H](c2ccc(F)cc2)C/C=C\CCN1 | -9
CC(=O)N(C)C[C@H]1Oc2ccc(NS(C)(=O)=O)cc2CC(=O)N(C)C[C@@H]1C | 0
CC[C@@H]1CC=CC[C@@H](C)Oc2ccccc2C(=O)N(C)[C@H](Cc2ccccc2)C(=O)N1 (mixture of isomers) | -3
COc1cccc(NC(=O)C[C@H]2CC[C@@H]3[C@H](COc4ccc(NC(=O)C5CCCC5)cc4C(=O)N3C)O2)c1 | -18
CCOc1ccc(OCC)c(NC(=O)C2CCN(S(=O)(=O)c3cccnc3)CC2)c1 | 2
CNC[C@H]1Oc2cc(C#CC3CCCCC3)ccc2S(=O)(=O)N([C@@H](C)CO)C[C@@H]1C | 11
CC[C@H]1C/C=C\C[C@@H](c2ccc(OC)cc2OC)NC(=O)[C@@H](C)CC(=O)N1 | -5
CC1=Nn2c(nnc2-c2ccccn2)SC1 | -10
COc1cc(/C=C/C(=O)Nc2ccccc2C(F)(F)F)cc(OC)c1OC | -12
Cc1ccc(-c2nc(CSCC(=O)N3CCOCC3)c(C)o2)cc1 | -8
C/C=C/c1ccc([C@H]2[C@@H](CO)N(C(C)=O)[C@H]2CN(C(C)=O)C2CCCC2)cc1 | -41
COc1ccc([C@H]2C/C=C\C[C@H](c3ccc4c(c3)OCO4)NC(=O)[C@H](c3ccccc3)CC(=O)N2)c(OC)c1 | 0
CCN(CC)S(=O)(=O)c1ccc(/C(O)=C(\C#N)c2nc3ccccc3n2C)cc1 | -8
O=C(Nc1ccc2c(c1)[C@@H]1C[C@@H](CC(=O)N3CCCCC3)O[C@H](CO)[C@@H]1O2)NC1CCCCC1 | -6
O=C1C[C@@H](c2ccccc2)C(=O)N[C@H](c2ccccc2)C/C=C\C[C@@H](c2ccccc2)N1 | 2
CC(=O)N(C)C[C@@H]1Oc2c(N)cccc2C(=O)N(C)C[C@@H]1C | -12
CC(=O)Nc1ccc2c(c1)CC(=O)N(C)C[C@H](C)[C@H](CN(C)C)O2 | -19
FC(F)(F)CN1C[C@@H]2C(c3ccc(Br)cc3)[C@H](C1)N2CC(F)(F)F (stereo partly drawn) | -1
COc1cccc(C(=O)N(CN2CCCC2=O)c2cccc(Cl)c2)c1 | -9
COc1ccc2c3c([nH]c2c1)[C@@H](CO)N(C)CC31CN(S(C)(=O)=O)C1 | -12
CC[C@H]1CC=CC[C@H](C)Oc2ccccc2C(=O)N(C)[C@@H](C(C)C)C(=O)N1 (mixture of isomers) | -1
CCCNC(=O)N1C[C@@H]2N[C@H](C1)C2c1ccc(-c2cccnc2)cc1 (stereo partly drawn) | -3
CC(C)NC(=O)N(C)C[C@H]1Oc2c(cccc2[N+](=O)[O-])C(=O)N(C)C[C@@H]1C | 2
CC(=O)Nc1ccc2c(c1)C(=O)N(C)C[C@@H](C)[C@H](CN(C)S(C)(=O)=O)O2 | 3
C[C@H](CO)N1C[C@H](C)[C@@H](CN(C)Cc2cccc(C(F)(F)F)c2)OCc2ccccc2-c2ccccc2C1=O | -5
CCOC(=O)c1cccc(NC(=O)CSc2nnc(C)n2Cc2ccccc2)c1 | 6
O=C(CSc1nc(-c2ccccc2Cl)ns1)NCc1ccco1 | -12
Cc1cccc(Oc2ccc(N)cc2)c1 | 7
CC(=O)Nc1ccc2c(c1)C(=O)N(C)C[C@H](C)[C@H](CN(C)S(C)(=O)=O)O2 | -7

Screening data deposited in PubChem BioAssay by Broad Institute.
